Screening data as filed in PubChem.
B2AR arrestin = qHTS assay of beta-arrestin-biased ligands of beta2-adrenergic receptor; Beta-2 adrenergic receptor (Homo sapiens), P07550; beta-arrestin recruitment to beta2AR, cell-based reporter; Potency, µM (titrated, usually from 46.1 µM), for the others: top-dose activation, most hits filed as activators; hit rate 0.02% among 330,000;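 also: potency is read from the fitted curve at half-maximal effect; 0% = DMSO controls and full agonism = EC100 isoproterenol or metaproterenol; nearly all actives have a fitted effect of over 65% in size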
Coupling enz = qHTS Assay for Inhibitors of Fructose-1,6-bisphosphate Aldolase from Giardia Lamblia: Coupling assay counterscreen; coupling enzyme system counterscreen, AmpLite Red fluorescence; activity change, negative = inhibition, % at 58.2 µM, hits read low; hit rate 0.67% among 290,000; AID 2472, 2010; in the data active = activity change below about -30%; also: % is scaled to controls: 0 for no effect and ±100 for the full control effect
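Activity here indicates interference with the coupling reaction, not aldolase inhibition. Compounds at 57.5 uM final met coupling enzymes for 10 min at RT; substrate and AmpLite Red detection followed, with a 525/598 nm fluorescence read after 20 min.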
TRPV1 agonist = HTS Assay for Compounds that Act as Agonists of the Vanilloid Receptor 1; Transient receptor potential cation channel subfamily V member 1 (Homo sapiens), Q8NER1; TRPV1-expressing cells, Fluo-8 calcium influx, agonist mode; activation, % at 8.33 µM; hit rate 0.19% among 320,000; AID 540275, 2011; in the data active = activation above about 80%; inconclusive = between about 30% and that limit; also: 0% is about no effect
Target sequence (Q8NER1 whole entry, looked up): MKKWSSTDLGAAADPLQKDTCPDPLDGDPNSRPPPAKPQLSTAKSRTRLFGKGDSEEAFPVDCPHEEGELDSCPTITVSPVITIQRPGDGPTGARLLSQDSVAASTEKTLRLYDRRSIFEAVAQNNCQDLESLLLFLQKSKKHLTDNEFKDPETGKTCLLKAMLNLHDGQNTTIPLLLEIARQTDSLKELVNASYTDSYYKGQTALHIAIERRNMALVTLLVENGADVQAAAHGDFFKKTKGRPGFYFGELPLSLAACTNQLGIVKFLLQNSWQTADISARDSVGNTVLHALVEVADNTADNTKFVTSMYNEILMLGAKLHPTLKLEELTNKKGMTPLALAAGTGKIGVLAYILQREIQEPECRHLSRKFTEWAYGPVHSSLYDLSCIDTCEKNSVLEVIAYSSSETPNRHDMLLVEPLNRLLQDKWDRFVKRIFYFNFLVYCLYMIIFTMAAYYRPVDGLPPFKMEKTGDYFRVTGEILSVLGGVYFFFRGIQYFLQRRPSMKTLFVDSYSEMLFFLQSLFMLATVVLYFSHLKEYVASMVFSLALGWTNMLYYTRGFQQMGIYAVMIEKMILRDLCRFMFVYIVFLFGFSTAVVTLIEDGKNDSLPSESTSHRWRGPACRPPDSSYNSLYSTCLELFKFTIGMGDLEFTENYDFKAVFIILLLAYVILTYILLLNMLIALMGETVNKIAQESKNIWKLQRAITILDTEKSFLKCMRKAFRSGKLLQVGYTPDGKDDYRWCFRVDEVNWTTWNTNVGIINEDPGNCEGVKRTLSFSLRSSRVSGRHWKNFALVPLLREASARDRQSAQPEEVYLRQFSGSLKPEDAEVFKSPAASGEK
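TRPV1-expressing cells were cultured overnight at 35.5C and loaded with Fluo-8 calcium dye for 40 to 90 min at room temperature. After a 10 s baseline, compound was added and calcium influx was read kinetically for 3 min (ex 480/em 520 nm).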
Giardia killer = Small Molecules that selectively kill Giardia lamblia: qHTS. AID 540267, 2011. activity change, % at 7.66 µM, hits read low. Giardia lamblia trophozoite viability. hit rate 0.15% among 340,000; in the data active = activity change below about -80%; inconclusive = between about -30% and that limit;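 also: parasites exposed to compound for two days anaerobically before the ATP read; % is scaled to controls: 0 for no effect and ±100 for the full control effect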
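Media and compound were dispensed first, then trophozoites at 100 cells/well; plates sat 48 hrs at 37 deg C without oxygen before ATP luminescence reagent was added and read after 15-30 min at room temperature.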
CXXC DNA block = qHTS Fluorescence Polarization Assay for Inhibitors of MLL CXXC domain - DNA interaction. Histone-lysine N-methyltransferase 2A (Homo sapiens), Q03164. hit rate 0.037% among 290,000. MLL-CXXC / FITC-HOXA9 DNA fluorescence polarization. AID 2662, 2010. Potency, µM (top dose mostly 115 µM), without a hit: top-dose activity change, negative = inhibition, usual class: inhibitors; active = well fitted inhibition curve with a large enough effect in the polarisation, with a control signal flat, not every such curve was filed as active; inconclusive = small, poorly fitted or top-dose-only effect, or effect the other way, or a change in a side signal; inactive = no such curve, though single readings can be large or run the other way; the % refers to the polarisation; also: potency is read from the fitted curve at half-maximal effect
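Fluorescence polarization: 7 uM MLL-CXXC (stock) preincubated 5 min with compounds, then 50 nM fluorescein-HOX-A9 DNA (stock) added; 30 min ambient. Buffer 50 mM Tris-HCl pH 7.5, 50 mM NaCl, 1 mM DTT, 0.05% BSA.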
KCNH2 WT inh = qHTS for Inhibitors of KCHN2 3.1: Wildtype qHTS. hit rate 0.37% among 340,000. activity change, % at 1.84 µM. Voltage-gated inwardly rectifying potassium channel KCNH2 (Homo sapiens), Q12809. U2OS, BacMam KCNH2, thallium flux FluxOr; active compounds read low;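 active = maximum activity change below -70%; inconclusive = maximum activity change between -70% and -50%; inactive = maximum activity change above -50%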; also: % is scaled to controls: 0 for no effect and ±100 for the full control effect
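U2OS cells transduced with wild-type KCNH2 virus are loaded with FluxOr dye for 45 min, and thallium flux is measured in kinetic reads before and after stimulation buffer. Rate constants are normalized to DMSO controls.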
Menin MLL FP TR = qHTS Assay for Inhibitors Targeting the Menin-MLL Interaction in MLL Related Leukemias: Competition With Texas Red Labeled MLL-derived Mutant Peptide. O00255. Menin + Texas Red MLL mutant peptide, fluorescence polarization. Potency, µM (titrated, usually from 61.6 µM), without a hit: at the top dose FP activity change, negative = inhibition, most hits filed as inhibitors. hit rate 0.23% among 270,000; active = well fitted inhibition curve with a large enough effect in the polarisation, with a control signal flat, not every such curve was filed as active; inconclusive = small, poorly fitted or top-dose-only effect, or effect the other way, or a change in a side signal; inactive = no such curve, though single readings can be large or run the other way; the % refers to the polarisation; also: potency is read from the fitted curve at half-maximal effect; % of control where 0% means no effect; many of its hits are not listed in these tables
USP2a inh = qHTS Assay for Inhibitors of Ubiquitin-specific Protease USP2a Using CHOP2 as the Reporter; USP2 core, Ub-CHOP2 coupled fluorogenic reporter, 485/531; Potency, µM (titrated, usually from 38.3 µM), without a hit: at the top dose activity change, negative = inhibition, actives largely listed as inhibitors; hit rate 0.01% among 330,000; AID 463254, 2010;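 also: potency is read from the fitted curve at half-maximal effect; plate controls were DMSO wells for no effect and full inhibition by NEM control for full effect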
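USP2 core (10nM final) preincubated 30min RT with compound in 20mM Tris-HCl pH 8.0, 2mM CaCl2, 2mM beta-mercaptoethanol, 0.05% CHAPS; 25nM Ub-CHOP2 plus 25nM reporter substrate added, fluorescence (Ex485/Em531) read after 60min.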
PKM2 act = qHTS Assay for Activators of Human Muscle isoform 2 Pyruvate Kinase; Pyruvate kinase PKM (Homo sapiens), P14618; purified PKM2, Kinase-Glo ATP luminescence, activation; response scale: 0% is enzyme alone, no compound; Potency, µM (titrated, usually from 57.5 µM), for the others: at the highest dose activation, usual class: activators; hit rate 0.34% among 260,000; AID 1631, 2009; also: potency is read from the fitted curve at half-maximal effect; % is scaled to controls: 0 for no effect and ±100 for the full control effect; nearly all actives have a fitted effect of over 55% in size
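Kinase-Glo luminescence reports ATP generated from ADP (0.1 mM) and PEP (0.5 mM) by purified hPK-M2 after 1 h at room temperature, pH 7.2 imidazole buffer; intermediate enzyme activity allows detecting inhibitors and activators.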
GALK inhibitor = qHTS Assay for Inhibitors of Human Galactokinase (GALK); Purified GALK, Kinase-Glo residual ATP luminescence; Potency, µM (series often up to 57.5 µM), without a hit: top-dose activity change, negative = inhibition, actives largely listed as inhibitors; hit rate 0.007% among 270,000; AID 1868, 2009; also: potency is read from the fitted curve at half-maximal effect; % is scaled to controls: 0 for no effect and ±100 for the full control effect
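Quantitative HTS: GALK 5 nM, ATP 35 uM, galactose 100 uM, 1 h room temperature, then luciferase-based ATP detection.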
KCNH2 3.1 inh = qHTS for Inhibitors of KCHN2 3.1: Mutant qHTS. U2OS KCNH2 3.1, thallium flux FluxOr; active compounds read low. activity change, % (tested at about 1.8 µM). hit rate 0.95% among 340,000. AID 720553, 2013;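 active = maximum activity change below -70%; inconclusive = maximum activity change from -70% to -50%; inactive = maximum activity change above -50%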;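 also: thallium influx rate constant from kinetic fluorescence after stimulation buffer; % is scaled to controls: 0 for no effect and ±100 for the full control effect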
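Kinetic fluorescence (2 min after stimulation buffer) measures Tl+ influx through KCNH2 3.1 expressed by viral transduction in U2OS cells; the rate constant is normalized against DMSO controls serving as positive and negative references.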
* = called active by the depositor; ? = inconclusive; · = not tested or not shown; & = joins results of further samples; [ ] = remark or other dose. Unless noted, calls follow the shape of the dose curve; as a rule, active = well fitted curve in the direction sought with a large enough effect; inconclusive = small, poorly fitted or top-dose-only effect, or another doubt; inactive = no such curve, though single readings can be large; an effect the other way counts as inactive or inconclusive. An excerpt; rates above refer to the full screens.

SMILES	B2AR arrestin	Coupling enz	TRPV1 agonist	Giardia killer	CXXC DNA block	KCNH2 WT inh	Menin MLL FP TR	USP2a inh	PKM2 act	GALK inhibitor	KCNH2 3.1 inh
O=C(/C=C/c1ccccc1)OCCCCN=C1NS(=O)(=O)c2ccccc21	0.2%	0.3	18.3	5.9	-4.4%	0.5	14.6%	-0.2%	-1.7%	2.4%	-18.2
Cc1cc(Br)c(NC(=O)COC(=O)C2CCCCC2)c(Br)c1	0.0%	·	·	-22.0	·	2.6	·	-1.0%	·	·	3.5
CNS(=O)(=O)c1cccc(C(=O)OCC(=O)C23CC4CC(CC(C4)C2)C3)c1	-1.3%	1.0	24.9	12.0	22.3%	5.9	4.8%	-5.3%	-5.3%	-0.1%	9.2
CCCCC[C@H](O)/C=C/[C@H]1C=CC(=O)[C@@H]1C/C=C\CCCC(=O)O	-1.2%	6.8&-1.3	-2.5	·	-0.2%	·	5.7%&6.0%	-22.2%	-4.7%	·	·
CC(=O)c1ccc(N(C(=O)CS(=O)CC(=O)Nc2ccc(F)cc2)C(C(=O)NC2CCCCC2)c2cccs2)cc1 (stereo not given)	0.3%	2.1	0.0	0.0	7.2%	-2.3	-1.7%	-0.9%	-0.3%	·	11.3
Nc1nc(SCC(=O)OCc2ccccc2)[nH]c(=O)c1NC(=O)c1ccco1	0.0%	6.5	-2.3	-2.4	4.0%	-3.9	3.6%	0.5%	5.6%	-0.6%	1.5
COc1ccc(CCN2C(=O)CSC2c2ccc(OC)c(OC)c2)cc1OC (stereo not given)	-0.8%	-0.5	2.0	22.6	-0.2%	3.6	-6.3%	2.1%	-0.5%	5.6%	16.6
CCn1c(SCC(=O)Nc2ccc3c(c2)OCCO3)nnc1-c1c[nH]c2ccccc12	4.4%	-2.8	-1.9	-0.7	-2.1%	14.3	0.0%	7.9%	2.7%	0.1%	-8.9
CC1CCCC(NC(=O)CNC(=O)c2cccs2)C1C (stereo not given)	-0.2%	·	-0.3	-12.3	·	-3.9	·	-0.3%	·	·	-7.4
N#Cc1nc(-c2ccco2)oc1N1CCc2ccccc2C1	-0.1%	0.0	11.0	-17.6	-6.9%	-3.9	-16.9%	-0.7%	-1.4%	-4.2%	7.6
Cc1nn(Cc2ccccc2)c(C)c1C(=O)NCCCN1CCCC1=O	-0.3%	·	-2.6	-10.9	·	-2.0	·	4.4%	·	·	-17.6
CN(C)c1ccc(/C=N/N2C(=S)SC(C)(C)C2N(O)C(=O)Nc2ccc([N+](=O)[O-])cc2)cc1 (stereo not given)	0.2%	0.3	0.3	-5.3	4.4%	1.2	26.2%	-1.1%	-0.5%	-3.8%	-5.5
O=S1(=O)c2ccccc2C(CCO)N1Cc1ccccc1 (stereo not given)	0.2%	-10.2&-7.2	-1.8	1.2&-6.4	10.1%	-21.2	10.5%	0.9%	-2.3%	-0.5%	1.6
COc1cc(C=C2C(=O)OC(C)(C)OC2=O)cc(Cl)c1OCC(=O)Nc1ccccc1	0.0%	7.8	-1.1	2.5	-22.6%	3.0	-1.1%	0.4%	0.2%	-6.4%	-4.3
Nc1nnc(SCC(=O)Nc2cc(C(F)(F)F)ccc2N2CCOCC2)s1	0.0%	-7.9	-6.9	-9.9	11.3%	-12.9	10.2%	-6.8%	0.2%	-0.4%	-15.6
Nn1c(SCc2ccccc2F)nnc1-c1cccnc1	-1.0%	-3.7	2.4	17.7	-0.5%	0.8	·	-0.1%	-1.0%	1.1%	21.5
COc1cccc(/C=C2\CCC(C3CCCC3)C2=O)c1 (stereo not given)	-0.4%	4.5	4.3	-1.6	3.2%	-29.5	-20.2%	0.5%	·	10.3%	5.8
CC(C)NC(=O)CN1C(=O)C(C)(C)Oc2ccc(C(=O)NC3CCCCC3)cc21	-0.1%	-0.2	-1.8	-10.8	2.6%	-8.7	-9.4%	1.4%	0.0%	16.8%	-3.4
COc1cc(/C=C/C(=O)Nc2nnc(CC(C)C)s2)cc(OC)c1OC	-0.2%	2.8	4.0	-7.3	11.3%	-7.1	0.9%	-0.8%	-19.3%	0.6%	8.3
CCN(c1cccc(C)c1)S(=O)(=O)c1cn(CC(=O)OC)c2ccc([N+](=O)[O-])cc12	0.0%	-1.5	?	0.9	-3.1%	2.7	41.4%[activator]	-10.0%	·	8.2%	6.4
Cc1cccc(N2CC(C)Cn3c2nc2c3c(=O)[nH]c(=O)n2C)c1 (stereo not given)	-0.2%	-0.7	-1.8	4.1	6.3%	3.4	-5.9%	-2.0%	·	3.1%	13.7
CCOC(=O)c1sc(-c2ccc(Cl)cc2)nc1O	0.3%	1.7	0.0	-15.7	4.9%	8.4	·	3.2%	-0.5%	3.6%	-3.3
Cc1cc(C)c(NC(=O)C2CCN(c3cnccn3)CC2)c(C)c1	0.1%	2.0	0.1	-1.2	-7.8%	1.9	-20.6%	1.2%	-6.4%	0.0%	1.3
CCOC(=O)CSc1nc2ccccc2c(=O)n1CC1CCC(C(=O)NCc2ccco2)CC1 (stereo not given)	-1.0%	1.6	6.3	7.8	16.9%	-16.9	-12.0%	-2.5%	4.8%	1.6%	-26.1
COCCNC(=O)c1cc2nc(-c3ccc(F)cc3)cc(C(F)(F)F)n2n1	-0.2%	-0.4	0.1	-18.5	-5.0%	-9.3	2.2%	0.1%	1.0%	-2.0%	0.3
COc1ccc(C)cc1S(=O)(=O)NC1CCCCC1	0.1%	1.7	2.0	-8.7	-3.5%	7.8	-2.0%	-1.3%	-1.2%	2.4%	-7.8
COc1ccc(-c2sc3cc4c(cc3c2-c2ccc(OCCN3CCOCC3)cc2)OCO4)cc1	-0.5%	·	·	22.2	·	-0.2	·	-0.3%	·	·	-2.9
COc1ccc(S(=O)(=O)N2CCCC2)c(Cl)c1Cl	-0.4%	5.0	2.5	1.8	2.1%	-14.8	-0.1%	-0.9%	-1.1%	7.1%	0.3
COC(=O)c1ccc(CNC(=O)Cn2cnc3c(NCc4ccccc4)ncnc32)cc1	-0.8%	·	·	23.9	·	11.0	·	1.5%	·	·	0.9
N#Cc1ccc(CSc2nnc(-c3cccs3)n2-c2ccccc2)cc1	0.5%	1.9	25.1	-4.6	-1.9%	23.5	-1.3%	-1.0%	3.2%	-0.8%	-14.8
CC(=O)Nc1nc(C)c(Oc2ccc(Cl)cc2)c(=O)[nH]1	0.4%	0.4	2.4	10.1	3.7%	7.4	·	1.3%	3.3%	-2.1%	17.3
COC(=O)c1ccc(SCC(=O)N2CCC(C)CC2)c([N+](=O)[O-])c1	0.2%	3.9	?	-8.0	-1.7%	-1.6	-11.4%	-0.4%	8.2%	-1.4%	-3.6
CC(C)C(NC(=O)c1ccccc1)C(=O)N/N=C\c1ccco1 (stereo not given)	-0.2%	1.7	0.9	17.5	6.1%	3.1	-6.2%	3.2%	2.7%	0.6%	4.3
Cc1ccc(-n2c(N)c(C(=O)N3CCOCC3)sc2=S)cc1	-0.1%	-0.4	1.3	-2.1	11.9%	10.7	-6.1%	-1.6%	10.6%	1.2%	17.5

Whole records, quoted from the list.
CC(=O)Nc1nc(C)c(Oc2ccc(Cl)cc2)c(=O)[nH]1 as listed: B2AR arrestin: 0.4%; Coupling enz: 0.4; TRPV1 agonist: 2.4; Giardia killer: 10.1; CXXC DNA block: 3.7%; KCNH2 WT inh: 7.4; Menin MLL FP TR: ·; USP2a inh: 1.3%; PKM2 act: 3.3%; GALK inhibitor: -2.1%; KCNH2 3.1 inh: 17.3
COC(=O)c1ccc(SCC(=O)N2CCC(C)CC2)c([N+](=O)[O-])c1 as listed: B2AR arrestin: 0.2%; Coupling enz: 3.9; TRPV1 agonist: ?; Giardia killer: -8.0; CXXC DNA block: -1.7%; KCNH2 WT inh: -1.6; Menin MLL FP TR: -11.4%; USP2a inh: -0.4%; PKM2 act: 8.2%; GALK inhibitor: -1.4%; KCNH2 3.1 inh: -3.6
